Source: PubChem (National Center for Advancing Translational Sciences (NCATS))
TGFb SMAD3 inh: TGF-b pathway inhibition; HepG2 CAGA-GFP TGF-b/SMAD3 reporter, GFP fluorescence, 18 h; TGF-beta stimulated, 500 pg/mL final; hit rate 1.2% among 410,000; Potency, µM (top dose mostly 46.1 µM), inactives show at the highest dose activity, negative = inhibition, actives largely listed as inhibitors; further: potency means the concentration at half of the fitted maximal effect; on the % scale 0 is the no-effect control and ±100 the full control effect; nearly all actives have a fitted effect of over 65% in size
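TGF-beta reporter screen: HEPG2 CAGA-GFP, 1% FBS, 500 pg/mL TGF-beta final, 18 h; per-cell GFP summed per well; curves fitted and categorized by class.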
Nrf2 ARE act: activators of Nrf2 (ARE) signaling. hit rate 0.31% among 410,000. Potency, µM (top dose mostly 46.1 µM), for inactives: top-dose activation, actives largely listed as activators. AREc32 ARE-luciferase reporter (MCF7-derived line), luminescence, 24 h. AID 624171; further: potency means the concentration at half of the fitted maximal effect; % of control where 0% means no effect; nearly all actives have a fitted effect of over 65% in size
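Cells of the AREc32 ARE-luciferase line are plated in OPTI-MEM containing 5% FBS and left overnight at 37 deg C. Compounds are pinned in, incubation continues 24 hr, and firefly luciferase signal is then measured.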
CCT modulator: cytosolic chaperonin activity modulation; purified chaperonin ATPase assay, HTRF ADP detection, 30 min; activity change, % (test concentration not listed), hits read low; hit rate 0.3% among 360,000; AID 651819; in the data active means activity change below about -30%; further: on the % scale 0 is the no-effect control and ±100 the full control effect
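TRiC (40 or 20 nM final, by batch activity) in 30 mM Tris pH 7.4, 100 mM KCl, 5 mM MgCl2, 1 mM DTT was treated with compound at 76 uM single dose, then 10 uM ATP, 30 min at 37 °C. ADP was read by HTRF Transcreener.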
EPAC2 antagonist: EPAC2 (human) antagonism. EPAC2 GEF exchange of Rap1B-BODIPY-GDP, fluorescence. Potency, µM (highest dose often 114 µM), for inactives: top-dose activity, negative = inhibition, hits mostly inhibitors. hit rate 0.18% among 360,000; further: potency means the concentration at half of the fitted maximal effect; on the % scale 0 is the no-effect control and ±100 the full control effect; nearly all actives have a fitted effect of over 45% in size; many of its hits are not listed in these tables
Target sequence (Q8WZA2 whole entry, looked up): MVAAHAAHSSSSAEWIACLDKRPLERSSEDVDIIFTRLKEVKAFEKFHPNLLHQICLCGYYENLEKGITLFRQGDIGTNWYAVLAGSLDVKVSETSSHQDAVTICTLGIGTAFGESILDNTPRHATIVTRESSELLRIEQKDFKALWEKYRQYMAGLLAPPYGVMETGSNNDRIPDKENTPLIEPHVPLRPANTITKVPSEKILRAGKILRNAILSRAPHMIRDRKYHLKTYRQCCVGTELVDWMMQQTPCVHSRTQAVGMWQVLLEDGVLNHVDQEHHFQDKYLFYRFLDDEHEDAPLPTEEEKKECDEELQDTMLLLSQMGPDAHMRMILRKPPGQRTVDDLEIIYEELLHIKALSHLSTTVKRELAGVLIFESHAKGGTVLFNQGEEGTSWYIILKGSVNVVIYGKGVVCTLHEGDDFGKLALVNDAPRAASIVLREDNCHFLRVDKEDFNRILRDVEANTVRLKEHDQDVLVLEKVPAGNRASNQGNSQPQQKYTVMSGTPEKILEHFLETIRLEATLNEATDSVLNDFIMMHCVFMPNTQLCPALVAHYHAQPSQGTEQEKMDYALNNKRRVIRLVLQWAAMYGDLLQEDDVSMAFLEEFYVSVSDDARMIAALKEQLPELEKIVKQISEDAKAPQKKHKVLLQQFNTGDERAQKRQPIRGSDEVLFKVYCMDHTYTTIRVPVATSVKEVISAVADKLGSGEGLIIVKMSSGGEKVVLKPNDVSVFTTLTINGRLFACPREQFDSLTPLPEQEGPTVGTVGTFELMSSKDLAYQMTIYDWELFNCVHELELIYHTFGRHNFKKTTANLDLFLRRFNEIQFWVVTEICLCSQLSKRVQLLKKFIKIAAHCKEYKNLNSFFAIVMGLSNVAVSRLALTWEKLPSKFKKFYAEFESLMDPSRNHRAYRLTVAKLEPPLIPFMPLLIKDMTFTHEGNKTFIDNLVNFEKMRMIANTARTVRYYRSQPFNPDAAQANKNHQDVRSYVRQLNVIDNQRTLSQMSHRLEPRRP
A549 viability: A549 cytotoxicity, counter-screen for Nrf2 inhibitors; Potency, µM (doses to about 46 µM), without a hit: at the top dose activity change, negative = cytotoxicity, hits mostly inhibitors; A549 ARE-Fluc cells, CellTiter-Fluor viability, 18-24 h; hit rate 0.16% among 390,000; further: potency means the concentration at half of the fitted maximal effect; on the % scale 0 is the no-effect control and ±100 the full control effect
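Cytotoxicity counterscreen: CellTiter-Fluor fluorescence was measured in A549 ARE_Fluc cells after 18-24 h of compound exposure in a concentration series. The subsequent BugLite luminescent read reports ARE-luciferase activity.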
MmCpn inh: blocks the Methanococcus maripaludis chaperonin Mm-Cpn; purified Mm-Cpn ATPase, ADP Transcreener TR-FRET; Potency, µM (series often up to 76.9 µM), for inactives: at the highest dose activity, negative = inhibition, usual class: inhibitors; hit rate 0.031% among 330,000; AID 504842; further: potency means the concentration at half of the fitted maximal effect; on the % scale 0 is the no-effect control and ±100 the full control effect; nearly all actives have a fitted effect of over 80% in size
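Eu-cryptate anti-ADP/ADP-d2 competition gives a ratio inversely related to ADP. Enzyme at 25 nM was pre-exposed to compound for 10 min, then given 10 uM ATP for 30 min, 37°C throughout.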
EPAC2 ag: agonists of human EPAC2 (RAPGEF4) | hit rate 0.079% among 360,000 | EPAC2 activation, biochemical qHTS; response scale: 100% = 6.5 mM cAMP response | Q8WZA2 | Potency, µM (top dose mostly 154 µM), for the others: at the highest dose activation, usual class: activators; further: potency means the concentration at half of the fitted maximal effect; nearly all actives have a fitted effect of over 50% in size
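Nucleotide exchange monitored as fluorescence drop when BODIPY-GDP leaves Rap1B. Reaction: 100 nM EPAC2, 250 nM RAP1B-BODIPY-GDP, 50 uM GDP, room temperature, kinetic read over 30 min. Activity expressed relative to 6.5 mM cAMP.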
Nrf2 block: blocks Nrf2 signaling | A549 ARE-Fluc reporter, luciferase luminescence, 18-24 h | Potency, µM (highest dose often 46 µM), for inactives: top-dose activity change, negative = inhibition, actives largely listed as inhibitors | hit rate 2.1% among 360,000 | AID 504444; further: potency means the concentration at half of the fitted maximal effect; on the % scale 0 is the no-effect control and ±100 the full control effect; nearly all actives have a fitted effect of over 60% in size
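Quantitative HTS in A549 cells stably bearing an antioxidant response element-firefly luciferase construct. Inhibition of Nrf2-driven transcription was scored by luminescence after 18-24 h of compound exposure at 37 °C.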
Akt phos inh: inhibitors of Akt phosphorylation; Neuro2A IGF-stimulated pAkt S473 HTRF, 20 min; stronger effect = lower value; activity change, % for hits at 50 µM; hit rate 0.32% among 360,000; AID 651550; in the data active means activity change below about -80%; inconclusive means mostly about -51% to -80%; further: on the % scale 0 is the no-effect control and ±100 the full control effect
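Single-point screen (50 µM final compound) in Neuro2A cells stimulated 20 min with 6 nM IGF at 37 deg C. After lysis, Ser473-phosphorylated Akt read by HTRF (ex 330 nm, em 615/665 nm) as the 665/615 ratio.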
Starred values were filed as active, the others as inactive; i = inactive; ? = inconclusive; / = not tested or not shown; [ ] = dose if it differs, or a comment. Unless noted, the call rests on the fitted dose curve; in most records, active means well fitted curve in the direction sought with a large enough effect; inconclusive means small, poorly fitted or top-dose-only effect, or another doubt; inactive means no such curve, though single readings can be large; an effect the other way counts as inactive or inconclusive. An excerpt (hit frequency here may not be typical).

SMILES	TGFb SMAD3 inh	Nrf2 ARE act	CCT modulator	EPAC2 antagonist	A549 viability	MmCpn inh	EPAC2 ag	Nrf2 block	Akt phos inh
CNc1nc(C)cc(C)c1S(=O)(=O)c1ccc(Cl)cc1	?	4.6%	-3.5	7.7%	16.4%	2.1%	23.4%	-15.2%	i
COc1ccc(OC)c(CC(NC(C)=O)C(=O)NC2CCN(C(=O)c3cccc(C)c3)CC2)c1 (centres undefined)	10.2%	-0.7%	-0.5	5.7%	-1.4%	-3.2%	-1.3%	-4.9%	i
COc1cc(CNc2cccc(F)c2)cc(Br)c1O	-1.7%	6.5%	-0.3	-4.4%	8.8%	-0.4%	20.0%	-6.6%	i
CC(/C=N/NC(=O)c1cc(-c2cccn2C)n[nH]1)=C\c1ccccc1	-14.3%	4.4%	0.2	5.0%	-2.2%	-0.7%	-4.5%	?	i
CC1=C(C(=O)Nc2ccc(C)cc2C)C(c2ccc([N+](=O)[O-])cc2)n2ncc(C(=O)Nc3ccc(F)cc3)c2N1 (centres undefined)	-0.9%	0.7%	/	/	-9.6%	/	/	-25.1%	/
O=C(COC(=O)CNC(=O)c1ccccc1)NC12CC3CC(CC(C3)C1)C2	-12.6%	-1.4%	-3.0	3.2%	/	/	7.5%	/	i
CC(C)[C@H](NC(=O)c1ccco1)C(=O)OCC(=O)Nc1ccccc1OC(F)F	6.0%	2.3%	2.7	-0.7%	-4.0%	0.8%	1.4%	-1.5%	i
CCn1cnc2c1c(=O)n(CC(=O)NCc1ccccc1)c(=O)n2Cc1ccccc1	-0.5%	-0.3%	2.1	6.0%	0.4%	1.1%	-4.1%	-23.6%	i
Cn1c(-c2cc3ccc(OC(=O)C(C)(C)C)cc3oc2=O)nc2ccccc21	?	3.7%	2.1	1.6%	?	-4.8%	-16.4%	?	i
CC(C)(C)C(=O)N1CCN(C(c2ccccc2)c2ccccc2)CC1	-15.6%	0.4%	-3.4	-24.0%	6.7%	0.0%	5.0%	1.1%	i
Cc1nc(CCNC(=O)CC2C(=O)NCCN2CC(C)(C)C)nc2c1CCC2 (centres undefined)	?	0.0%	-2.8	-0.1%	-4.4%	/	0.7%	-4.6%	i
CCCOc1ccc(N2C(=O)CC(NCc3ccc(S(N)(=O)=O)cc3)C2=O)cc1 (centres undefined)	-7.5%	0.2%	-1.7	-8.6%	0.9%	-1.4%	12.6%	-16.7%	i
Cc1ccc(CNc2ccc(N3CCOCC3)cc2)s1	-0.3%	-1.0%	-0.3	0.5%	0.4%	-3.7%	-8.9%	25.0%	i
CCCNC(C)C(=O)Nc1ccccc1C (centres undefined)	16.9%	-0.2%	-0.7	-2.9%	-7.4%	-3.9%[15.4 µM]	-3.2%	5.3%	i
COc1ccc(CSCC(=O)Nc2ccccc2)cc1[N+](=O)[O-]	12.1%	-1.5%	-2.9	3.0%	0.3%	-1.1%	7.9%	?	i
Cc1ccc(S(=O)(=O)N(C)C)cc1NC(=O)COC(=O)c1ccc2ccccc2n1	-12.9%	-0.6%	-0.2	1.6%	-0.2%	-2.2%	6.9%	-9.6%	i
CC(C)C(NC=C1C(=O)OC(C)(C)OC1=O)C(=O)O (centres undefined)	26.3%	-1.0%	1.1	-6.9%	-10.5%	1.5%	-2.1%	-1.3%	i
CCCCN(C)c1c(C)nc2ccc(C(=O)NC3CCN(C)CC3)cn12	10.6%	0.0%	-1.0	-1.0%	/	/	7.9%	/	/
CCOc1ccc(/C=C/C2=Cc3c(sc(NC(=O)CSc4n[nH]c(N)n4)c3C#N)C(C)(C)C2)cc1	-16.1%	?	-1.7	-1.6%	?	-4.3%	7.1%	?	i
CSc1nccc(Oc2ccccc2Cl)n1	?	0.8%	0.1	-26.1%	-8.6%	/	17.4%	9.3%	i
Cc1cc(C(=O)N2CCN(c3ccccc3)CC2)c(C)o1	0.9%	-0.8%	-2.1	-10.1%	14.5%	-0.2%	-4.4%	/	/
CCOC(=O)c1c(C)[nH]c(C(=O)COc2ccc3c(c2)OCO3)c1C	-29.2%	2.5%	-3.1	-4.8%	0.7%	0.3%	-16.2%	/	i
O=C(N/N=C/c1ccccn1)c1ccc(Br)cc1	?	28.9%	-0.6	2.9%	?	0.9%	5.3%	?	i
COc1cccc(CN(C)C(=O)c2cc(S(=O)(=O)N3CCCC3)ccc2C)c1OC	-17.5%	0.3%	-2.1	4.4%	-4.4%	1.1%	13.4%	-16.5%	i
OC[C@@H]1CN(Cc2cccc(C(F)(F)F)c2)C[C@H](n2cnc3c(NCc4ccco4)ncnc32)O1	-11.3%	2.0%	0.0	17.5%	/	/	6.0%	/	i
CCn1c(=O)cc(SCC(=O)N2CCN(c3ccccc3OC)CC2)c2ccccc21	14.1%	8.9%	-1.1	0.8%	3.0%	2.2%	4.4%	-17.7%	i
COCCNC(=O)c1cc2c3ccccc3n(C)c2s1	-0.7%	7.7%	1.2	-3.6%	1.9%	0.3%	-2.8%	20.0%	i
Cc1[nH]ncc1-c1nc2ccccc2[nH]1	3.2%	1.7%	-0.6	1.7%	-4.8%	-0.8%	13.3%	16.7%	i
Cc1cc(C)c(S(=O)(=O)N2CCN(C(=O)c3cc4ccccc4oc3=O)CC2)c(C)c1	-4.0%	-0.9%	-1.8	-14.7%	-3.1%	2.4%	4.8%	-17.2%	i
COc1ccc(NC(=O)CSc2nnnn2C2CCCCC2)cc1	4.7%	-0.3%	-0.1	3.4%	-9.7%	0.9%	1.9%	-7.1%	i

Record cards, as listed above. Screens in order: TGFb SMAD3 inh, Nrf2 ARE act, CCT modulator, EPAC2 antagonist, A549 viability, MmCpn inh, EPAC2 ag, Nrf2 block, Akt phos inh
CCOC(=O)c1c(C)[nH]c(C(=O)COc2ccc3c(c2)OCO3)c1C is listed as -29.2%, 2.5%, -3.1, -4.8%, 0.7%, 0.3%, -16.2%, /, i
OC[C@@H]1CN(Cc2cccc(C(F)(F)F)c2)C[C@H](n2cnc3c(NCc4ccco4)ncnc32)O1 is listed as -11.3%, 2.0%, 0.0, 17.5%, /, /, 6.0%, /, i
O=C(N/N=C/c1ccccn1)c1ccc(Br)cc1 is listed as ?, 28.9%, -0.6, 2.9%, ?, 0.9%, 5.3%, ?, i

(next part)
SMILES	TGFb SMAD3 inh	Nrf2 ARE act	CCT modulator	EPAC2 antagonist	A549 viability	MmCpn inh	EPAC2 ag	Nrf2 block	Akt phos inh
CCN1C[C@@H]2[C@@H]3C(=O)N(C)C(=O)[C@@H]3[C@](C)(C1=O)N2C(=O)c1ccc(Cl)cc1	-3.0%	-1.3%	-0.2	2.5%	7.0%	/	9.7%	-4.3%	i
Cc1ccc(C(=O)c2cncc(Br)c2)cc1	-3.7%	-0.7%	-0.8	4.7%	1.6%	-0.4%	6.0%	-8.7%	i
CCOC(=O)C1=C(CNCc2ccccc2Cl)NC(=O)NC1c1ccc2c(c1)OCO2 (centres undefined)	?	4.1%	-4.8	1.6%	-5.1%	0.7%	9.0%	-0.6%	i
COC(=O)CSC(C)C(=O)Nc1nnc(C(C)C)s1 (centres undefined)	-3.1%	-0.6%	-1.2	-8.3%[57.1 µM]	0.3%	-1.7%	9.7%	-9.1%	i
Cc1ccc(C(=O)NC2CCCCCC2)cc1N1CCCC1=O	-11.9%	1.9%	-1.9	11.6%	1.9%	-0.4%	-2.5%	14.9%	i
CCn1c(=O)c2cc(C(=O)N3CCN(c4cccc(OC)c4)CC3)sc2c2ccccc21	?	5.4%	/	/	2.6%	/	/	?	/
CCOC(=O)c1cc(NC(=O)c2cccs2)ccc1N1CCOCC1	5.4%	8.5%	-2.9	-0.8%	-2.9%	1.0%	4.6%	-2.9%	i
CCOc1ccc(NC(=O)CSC(N)=O)cc1	-4.2%	6.0%	-2.4	0.4%	-13.5%	0.8%	14.9%	?	i
O=C(c1cc(COc2cccc(C(F)(F)F)c2)on1)N1CCCC1	-6.6%	4.9%	-1.7	3.3%	/	/	0.5%	/	i
CCOc1ccc(NC(=O)C(CC(C)C)N2Cc3ccccc3C2=O)cc1 (centres undefined)	27.5%	-0.4%	/	/	-1.0%	/	/	?	/
CC1(C(=O)NS(=O)(=O)c2ccccc2)CCN1C(=O)COc1ccc(Cl)cc1 (centres undefined)	25.7%	0.2%	-1.1	10.4%	/	/	4.7%	/	i
Cc1ccc(CN(C(=O)CNC(=O)c2cccs2)C(C(=O)NCC2CCCO2)c2ccccc2)cc1 (centres undefined)	-10.3%	0.3%	2.7	-3.4%	3.3%	2.3%	7.3%	-12.0%	i
FC(F)Sc1ccc(NC(=S)NCC2CCCCC2)cc1	?	3.3%	-1.7	-1.7%	?	-0.3%	14.4%	?	i
CCOC(=O)NNC(=O)c1[nH]c2ccc(Br)cc2c1-c1ccccc1	?	6.7%	-0.6	-12.1%	0.0%	?	18.2%	-3.2%	i
CC(=O)N1c2ccc(S(=O)(=O)N3CCC(C(=O)NC4CCC(C)CC4)CC3)cc2CC1C (centres undefined)	-11.7%	-0.3%	-2.6	36.1%[activator]	-3.4%	0.0%	-8.4%	?	i
COc1ccc(NC(=O)c2ccco2)cc1NC(=O)c1ccc(C)cc1	0.1%	26.5%	-0.3	12.5%	-7.5%	1.0%	-3.7%	-3.6%	i
CCN(CC)c1ccc(-c2n[nH]c(=S)n2-c2ccccc2)cc1	-14.9%	2.4%	-4.9	0.4%	-15.1%	-1.6%	0.8%	-18.9%	i
COCCNC(=O)c1ccc2c(c1)ncn2-c1ccc(C)c(Cl)c1	1.8%	3.1%	0.8	-3.5%	-1.3%	2.4%	1.6%	?	i
CCCCCNC(=O)c1ccc(NS(=O)(=O)c2ccc3[nH]c(=O)[nH]c3c2)cc1	-2.5%	-0.3%	-2.1	-0.6%	2.2%	-7.2%	12.3%	0.7%	i
